Bioassay records from PubChem.
Rpn11 inh – Rpn11 (human) deubiquitinase inhibition. O00487. calls only at 20 µM. human 26S proteasome, Ub4-pepOG fluorescence polarization; 20S core pre-blocked with epoxomicin. actives 0.59% (n = 360,000);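 active = inhibition at 20 µM, scaled to each plate's controls, above about 33%, limit read from the data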
Scp1 inh – inhibitors of human Scp-1 phosphatase. actives 0.88% (n = 340,000). Q9GZU7. Recombinant Scp1, phosphopeptide, malachite green phosphate absorbance. AID 493091. inhibition, % at 20 µM;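 active = inhibition above about 50% at 20 µM, limit read from the data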;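 also: plate controls were DMSO wells with enzyme for no effect and wells lacking enzyme for full effect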
Target sequence (Q9GZU7 76-261 limits assumed): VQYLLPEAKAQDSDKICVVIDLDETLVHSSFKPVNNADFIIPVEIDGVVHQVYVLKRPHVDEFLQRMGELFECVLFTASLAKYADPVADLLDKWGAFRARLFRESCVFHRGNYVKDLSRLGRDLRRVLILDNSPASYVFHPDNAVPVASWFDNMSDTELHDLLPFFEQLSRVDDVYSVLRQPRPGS
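System: truncated SCP-1 phosphatase (76-261aa); medium: Tris acetate buffer pH 5.5 with MgCl2 and Tween-20; incubation: 45 min room-temperature reaction, 5 min colour, 30 min stabiliser; compound: single 20 µM dose, 1% DMSO; reagent: Phosphorylated 17-residue peptide substrate; read-out: % inhibition at 20 µM; technique: colorimetric free-phosphate detection, absorbance 630 nm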
MLLE-PAM2 inh – blocks PAM2 peptide binding to the PABP1 MLLE domain; GST-MLLE / FITC-PAM2 fluorescence polarization; inhibition, % at 20 µM; AID 588489; P11940; actives 0.36% (n = 360,000); in the data active = inhibition above about 35%, passing the limit was not always enough;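 also: plate controls were DMSO wells with GST-MLLE for no effect and wells lacking GST-MLLE protein for full effect; some results filed as inactive read as strong as hits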
CSN inh – CSN deneddylation inhibition. Q92905. Purified CSN, SCF-Nedd8-OG deneddylation, fluorescence polarization. inhibition, % at 12.5 µM. actives 0.38% (n = 360,000). AID 651999;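 active = pattern-corrected inhibition above about 35%, with an unprinted fluorescence ratio check between 0.5 and 1.5, limit read from the data, passing the limit was not always enough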;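 also: 0% = enzyme with substrate and 100% = substrate without enzyme; some results filed as inactive read as strong as hits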
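Material: purified human Csn5 enzyme expressed in HEK293T cells / Medium: Tris buffer pH 7.5, NaCl, DTT, Tween-20, trehalose, ovalbumin / Compound dosing: 12.5 µM single point / Schedule: 90 min incubation of compound, enzyme and substrate at room temperature / Signal: fluorescence polarization of the substrate / Control set: no-enzyme wells high, enzyme-with-substrate wells low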
LMPTP inh – blocks human LMPTP phosphatase; recombinant LMPTP-A, OMFP fluorogenic substrate, fluorescence intensity; inhibition, % at 20 µM; actives 0.22% (n = 360,000);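 active = compounds that cut the enzyme signal by at least half of the control window in the single-dose screen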;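 also: plate controls were DMSO wells with enzyme plus substrate for no effect and substrate without enzyme for full effect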
Target sequence (P24666 whole entry, looked up): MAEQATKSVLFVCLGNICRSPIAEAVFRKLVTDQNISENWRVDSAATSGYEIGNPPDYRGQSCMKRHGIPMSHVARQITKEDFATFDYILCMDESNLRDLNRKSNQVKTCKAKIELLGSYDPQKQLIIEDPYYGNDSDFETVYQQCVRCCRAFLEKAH
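test system = LMPTP-A | amount = 0.625 nM LMPTP-A final | reagent = fluorogenic phosphatase substrate OMFP at 400 µM final | incubation = 50 min at room temperature | benchmarks = no-enzyme low control, uninhibited high control | medium = Bis-Tris pH 6.0, DTT, detergent | signal = fluorescence intensity of OMFP turnover product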
SUMO1 PPI mod – modulators of human SUMO1-mediated protein-protein interactions. P63165. SUMO1 binding to a labelled peptide, TR-FRET, 1 h. inhibition, % at 20 µM. actives 0.33% (n = 360,000). AID 602429; in the data active = inhibition above about 37%
Target sequence (P63165 whole entry, looked up): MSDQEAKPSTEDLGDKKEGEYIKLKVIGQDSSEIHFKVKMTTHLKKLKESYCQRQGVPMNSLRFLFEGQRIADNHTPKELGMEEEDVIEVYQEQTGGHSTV
STEP inh – STEP (human) phosphatase inhibition; AID 588621; recombinant STEP, OMFP fluorogenic substrate, fluorescence; inhibition, % at 20 µM; P54829; actives 0.25% (n = 360,000);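 active = inhibition at 20 µM, scaled per plate between control wells, above about 37%, limit read from the data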;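 also: 0% = DMSO with enzyme and substrate and 100% = substrate only without enzyme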
Target sequence (P54829 whole entry, looked up): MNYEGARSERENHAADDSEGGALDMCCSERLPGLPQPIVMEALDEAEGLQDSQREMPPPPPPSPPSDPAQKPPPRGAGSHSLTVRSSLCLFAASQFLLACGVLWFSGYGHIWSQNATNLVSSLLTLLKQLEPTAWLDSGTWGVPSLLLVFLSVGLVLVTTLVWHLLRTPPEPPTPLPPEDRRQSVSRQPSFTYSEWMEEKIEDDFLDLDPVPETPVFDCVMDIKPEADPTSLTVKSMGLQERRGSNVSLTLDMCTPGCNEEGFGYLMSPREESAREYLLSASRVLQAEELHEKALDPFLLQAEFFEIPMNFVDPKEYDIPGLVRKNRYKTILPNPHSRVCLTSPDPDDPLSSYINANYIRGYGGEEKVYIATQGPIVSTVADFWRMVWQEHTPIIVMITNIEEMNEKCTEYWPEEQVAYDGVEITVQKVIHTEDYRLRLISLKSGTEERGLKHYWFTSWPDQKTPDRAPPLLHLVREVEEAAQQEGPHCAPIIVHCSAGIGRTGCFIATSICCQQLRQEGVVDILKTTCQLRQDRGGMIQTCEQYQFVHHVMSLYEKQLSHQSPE
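Assay system: isolated STEP enzyme. Buffer or medium: pH 6.0 Bis-Tris with DTT and Tween 20. Also added: fluorogenic phosphatase substrate OMFP at 25 µM final. Dosing: 20 µM, 1% DMSO. Timing: 20 min reaction, room temperature, in the dark. Measured by: fluorescence intensity, excitation 480 nm, emission 540 nm. Evaluation: normalized % inhibition.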
DNMT1 inh – inhibitors of human DNMT1. actives 0.83% (n = 360,000). AID 588458. DNMT1 molecular beacon, Hinp1I cleavage, fluorescence. inhibition (reported as % activation of signal), % at 10 µM. P26358; in the data active = inhibition above about 50%
NadD inh – inhibitors of Staphylococcus aureus NadD; AID 602399; actives 0.78% (n = 360,000); inhibition, % at 20 µM; purified NadD enzyme, colorimetric absorbance read-out; in the data active = inhibition above about 26%; also: some compounds past the cut are filed as inactive
TbMetRS inhib – Trypanosoma brucei MetRS inhibition; purified T. brucei MetRS, ATP depletion, Kinase-Glo luminescence; inhibition, % at 11.9 µM; actives 0.4% (n = 360,000); AID 624268;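 active = inhibition above a per-plate cutoff of the control wells' mean inhibition plus 3 SD, cut at about 5.5% in these data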;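 also: 0% = DMSO wells median and 100% = median of wells with control inhibitor compound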
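Assay system: T. brucei methionyl-tRNA synthetase, purified | Medium: HEPES buffer with MgCl2, KCl, DTT, spermine, BSA, pyrophosphatase | Compound: 11.9 µM single point | Incubation: 15 min enzyme-compound preincubation, 2 h reaction, 10 min detection, 25 °C | Measured by: Kinase-Glo luciferase luminescence reporting remaining unconsumed ATP | Measure: % inhibition normalized to control-well medians | Replication: Singlicate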
* hit, by the source's call.

`CC(C)Cn1cnc2c(c1=N)C(c1ccccc1)C1=C(CC(C)(C)CC1=O)O2` (stereo not drawn) gave Rpn11 inh inactive, Scp1 inh -15, MLLE-PAM2 inh 24, CSN inh 7, LMPTP inh -1.1, SUMO1 PPI mod 1, STEP inh -1, DNMT1 inh -9, NadD inh -11 and TbMetRS inhib -0.3.
Screening S=c1[nH]nc(COc2ccccc2)n1/N=C/c1ccccn1 returned Rpn11 inh inactive, Scp1 inh -5, MLLE-PAM2 inh -27, CSN inh 3, LMPTP inh -1.4, SUMO1 PPI mod 0, STEP inh -1, DNMT1 inh -1, NadD inh 2 and TbMetRS inhib 0.8.
Screening O=C(N/N=C/c1cccc(Oc2ccccc2)c1)c1ccccc1Br returned Rpn11 inh inactive, Scp1 inh -8, MLLE-PAM2 inh -5, CSN inh 2, LMPTP inh 2.8, SUMO1 PPI mod -11, STEP inh -1, DNMT1 inh 0, NadD inh -1 and TbMetRS inhib 0.2.
Screening O=[N+]([O-])c1ccc(NN=Cc2cc(Br)ccc2O)nc1 returned Rpn11 inh inactive, Scp1 inh -16, MLLE-PAM2 inh -38, CSN inh 0, LMPTP inh 16, SUMO1 PPI mod -10, STEP inh 3, DNMT1 inh -13, NadD inh 2 and TbMetRS inhib 0.3.
Screening COc1ccc(/C=C2\SC(=O)N(CCNC(=O)C3CC(=O)N(c4ccccc4)C3)C2=O)cc1 (stereo not drawn) returned Rpn11 inh inactive, Scp1 inh -4, MLLE-PAM2 inh 1, CSN inh 3, LMPTP inh -0.5, SUMO1 PPI mod -30, STEP inh 2, DNMT1 inh 4, NadD inh -5 and TbMetRS inhib -0.2.
Screening COC(=O)c1cc(NC(=O)c2c(-c3c(Cl)cccc3Cl)noc2C)ccc1N1CCOCC1 returned Rpn11 inh inactive, Scp1 inh -4, MLLE-PAM2 inh -7, CSN inh 5, LMPTP inh 0.1, SUMO1 PPI mod -3, STEP inh 0, DNMT1 inh -2, NadD inh 0 and TbMetRS inhib -0.6.
Screening O=C(CSc1nnc(C2CC2)n1Cc1ccccc1)Nc1cccnc1Cl returned Rpn11 inh inactive, Scp1 inh 0, MLLE-PAM2 inh -6, CSN inh 1, LMPTP inh 0.3, SUMO1 PPI mod 0, STEP inh -1, DNMT1 inh 2, NadD inh -3 and TbMetRS inhib -1.0.
Screening COc1ccc(CCNC(=O)CSc2nc3[nH]ncc3c(=O)n2-c2ccccc2OC)cc1OC returned Rpn11 inh inactive, Scp1 inh -3, MLLE-PAM2 inh -17, CSN inh -10, LMPTP inh 0.4, SUMO1 PPI mod -3, STEP inh 1, DNMT1 inh -2, NadD inh 3 and TbMetRS inhib -0.3.
`O=C1c2ccccc2S(=O)(=O)N1CC(O)COc1ccc(Br)cc1` (stereo not drawn) gave Rpn11 inh inactive, Scp1 inh -3, MLLE-PAM2 inh -11, CSN inh 0, LMPTP inh -0.2, SUMO1 PPI mod 4, STEP inh 3, DNMT1 inh -3, NadD inh -9 and TbMetRS inhib -1.4.
`CC1C/C(=N\NC(=O)CCc2ccc(S(=O)(=O)N3CCOCC3)cc2)CC(C)(C)C1` (stereo not drawn) gave Rpn11 inh inactive, Scp1 inh 7, MLLE-PAM2 inh -7, CSN inh -4, LMPTP inh -1.2, SUMO1 PPI mod -2, STEP inh -3, DNMT1 inh 4, NadD inh -2 and TbMetRS inhib -0.9.
Cc1cc(C)n(/N=C/c2cccs2)c(=O)c1C#N was read as Rpn11 inh inactive, Scp1 inh 1, MLLE-PAM2 inh 6, CSN inh 5, LMPTP inh -1.3, SUMO1 PPI mod -4, STEP inh -2, DNMT1 inh 3, NadD inh 3 and TbMetRS inhib -1.1.
For O=C(O)c1cccc(S(=O)(=O)NCCc2ccccc2)c1 the results were Rpn11 inh inactive, Scp1 inh 3, MLLE-PAM2 inh 4, CSN inh -3, LMPTP inh -0.8, SUMO1 PPI mod 0, STEP inh 0, DNMT1 inh 4, NadD inh 3 and TbMetRS inhib -1.5.
C=CCNc1nc(C)nc(OC)n1 was read as Rpn11 inh inactive, Scp1 inh -5, MLLE-PAM2 inh 0, CSN inh -2, LMPTP inh 0.4, SUMO1 PPI mod 1, STEP inh 0, DNMT1 inh 2, NadD inh 8 and TbMetRS inhib 0.1.
Screening CC(=O)c1c(C(C)=O)c(C)n(C2CCCCC2)c1C returned Rpn11 inh inactive, Scp1 inh -7, MLLE-PAM2 inh 5, CSN inh 5, LMPTP inh -1.1, SUMO1 PPI mod -2, STEP inh -9, DNMT1 inh 3, NadD inh -5 and TbMetRS inhib -1.0.
`O=C(Nc1ccc(Cl)cc1)C1(S(=O)(=O)c2ccccc2)CC1` gave Rpn11 inh inactive, Scp1 inh 0, MLLE-PAM2 inh -6, CSN inh 2, LMPTP inh -0.3, SUMO1 PPI mod -1, STEP inh -4, DNMT1 inh 0, NadD inh -3 and TbMetRS inhib -0.4.
Screening Cc1nc(SCn2nnc3ccccc3c2=O)nc(C)c1C returned Rpn11 inh inactive, Scp1 inh -1, MLLE-PAM2 inh 2, CSN inh 0, LMPTP inh -1.0, SUMO1 PPI mod -5, STEP inh -2, DNMT1 inh 4, NadD inh 1 and TbMetRS inhib -0.4.
For Cc1csc(=Nc2ccccc2)n1CCO the results were Rpn11 inh inactive, Scp1 inh -5, MLLE-PAM2 inh 13, CSN inh -5, LMPTP inh -1.8, SUMO1 PPI mod -2, STEP inh 0, DNMT1 inh -2, NadD inh -4 and TbMetRS inhib -0.8.
For COc1ccccc1NC(=O)Cn1c(=O)n2nc(C)nc2c2ccccc21 the results were Rpn11 inh inactive, Scp1 inh 0, MLLE-PAM2 inh -4, CSN inh 0, LMPTP inh -1.5, SUMO1 PPI mod -3, STEP inh 1, DNMT1 inh -1, NadD inh -4 and TbMetRS inhib 1.2.
For CCN(CC(=O)Nc1c(F)cccc1F)C(=O)/C=C/c1cn(Cc2ccccc2)nc1-c1cccnc1 the results were Rpn11 inh inactive, Scp1 inh -7, MLLE-PAM2 inh -36, CSN inh 11, LMPTP inh -4.8, SUMO1 PPI mod -29, STEP inh 0, DNMT1 inh -13, NadD inh 7 and TbMetRS inhib -0.3.
O=C(CSc1nnc2ccccn12)Nc1ccc2c(c1)OCO2 was read as Rpn11 inh inactive, Scp1 inh 1, MLLE-PAM2 inh -10, CSN inh 5, LMPTP inh 0.3, SUMO1 PPI mod 0, STEP inh 2, DNMT1 inh -1, NadD inh -2 and TbMetRS inhib -0.3.
CC(=O)NCC1CCCN(C(=O)c2ccc(OC3CCN(Cc4ccccn4)CC3)cc2)C1 (stereo not drawn) was read as Rpn11 inh inactive, Scp1 inh -6, MLLE-PAM2 inh 6, CSN inh 5, LMPTP inh -0.5, SUMO1 PPI mod 7, STEP inh 0, DNMT1 inh 1, NadD inh -8 and TbMetRS inhib -0.2.
Screening COc1cccc(CNC(=O)C2CCCN(S(=O)(=O)N3CC(C)CC(C)C3)C2)c1 (stereo not drawn) returned Rpn11 inh inactive, Scp1 inh -4, MLLE-PAM2 inh 4, CSN inh -2, LMPTP inh 1.0, SUMO1 PPI mod 0, STEP inh 0, DNMT1 inh 0, NadD inh -10 and TbMetRS inhib -0.5.
O=C(COC(=O)c1ccc([N+](=O)[O-])o1)Nc1cccc(S(=O)(=O)N2CCCCC2)c1 was read as Rpn11 inh inactive, Scp1 inh -7, MLLE-PAM2 inh -21, CSN inh -7, LMPTP inh 0.3, SUMO1 PPI mod -10, STEP inh -3, DNMT1 inh -15, NadD inh -9 and TbMetRS inhib 0.3.
`CCC(C)c1ccc(O)c(NC(=S)NC(=O)c2cccnc2)c1` (stereo not drawn) gave Rpn11 inh inactive, Scp1 inh -1, MLLE-PAM2 inh 15, CSN inh -7, LMPTP inh 2.5, SUMO1 PPI mod -1, STEP inh 2, DNMT1 inh -2, NadD inh 6 and TbMetRS inhib -0.5.
Screening Cc1cc(NC(=O)CSc2ccc3nnc(-c4ccccn4)n3n2)no1 returned Rpn11 inh inactive, Scp1 inh -6, MLLE-PAM2 inh 8, CSN inh 1, LMPTP inh -2.6, SUMO1 PPI mod 0, STEP inh 2, DNMT1 inh -2, NadD inh 3 and TbMetRS inhib 0.1.
For Cc1cc(C)n2c(Nc3c(C)cccc3C)c(CCc3ccccc3)nc2n1 the results were CSN inh 6, LMPTP inh 0.7, SUMO1 PPI mod 1, NadD inh 3 and TbMetRS inhib -1.1.
`COc1ccc(C=O)cc1CSc1ccccn1` gave Rpn11 inh inactive, Scp1 inh -11, MLLE-PAM2 inh 16, CSN inh 0, LMPTP inh -0.8, SUMO1 PPI mod 5, STEP inh 0, DNMT1 inh -4, NadD inh 3 and TbMetRS inhib 0.2.
`CC(=O)Nc1ccc(NC(=O)Cn2nc([N+](=O)[O-])c(Br)c2C)cc1` gave Rpn11 inh inactive, Scp1 inh -3, MLLE-PAM2 inh -5, CSN inh 3, LMPTP inh -0.4, SUMO1 PPI mod -19, STEP inh 0, DNMT1 inh 2, NadD inh -2 and TbMetRS inhib 0.5.
COC(=O)[C@@H](NC(=O)Nc1cccc(Br)c1)C(C)C was read as Rpn11 inh inactive, Scp1 inh -9, MLLE-PAM2 inh 3, CSN inh -3, LMPTP inh -0.7, SUMO1 PPI mod -1, STEP inh -3, DNMT1 inh 4, NadD inh 5 and TbMetRS inhib -0.8.
CC(=O)Nc1ccc(NC(=O)c2ccc3c(c2)C(=O)N(c2ccccc2C)C3=O)cc1 was read as Rpn11 inh inactive, Scp1 inh 0, MLLE-PAM2 inh 18, CSN inh 0, LMPTP inh 0.5, SUMO1 PPI mod -7, STEP inh 1, DNMT1 inh -2, NadD inh -1 and TbMetRS inhib -1.1.
Screening CCN1C(=O)[C@H]2[C@@H](c3ccc(C)cc3)N[C@]3(CCCN(Cc4cccn4C)C3=O)[C@H]2C1=O returned Rpn11 inh inactive, MLLE-PAM2 inh -1, CSN inh 3, LMPTP inh -0.9, SUMO1 PPI mod -4, STEP inh 0, DNMT1 inh 4, NadD inh -5 and TbMetRS inhib 0.6.
